Screening data as filed in PubChem.
phage Ecoli inh: growth loss of phage-infected E. coli, primary screen, RecBCD inhibitor project, absorbance, with phage, HTS. 0.26% of 360,000 active. inhibition, % at 11.9 µM; in the data active means inhibition above about 11%
SR-BI DiI inh: inhibitors of SR-BI mediated HDL lipid uptake, primary screen, ldlA[mSR-BI] cells, fluorescence, single point. Scavenger receptor class B member 1 (Mus musculus), Q61009. ldlA[mSR-BI] CHO cells, DiI-HDL uptake fluorescence, 3 h. inhibition, % at 12.5 µM. 0.96% of 320,000 active. AID 488896, 2010;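 active means mean replicate inhibition of at least 70% and a set share of replicates each scoring 70 or more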;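 further: 0% = median of neutral control wells and 100% = median of positive control wells; values of inactives mirror those of a sister screen read the other way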
Target sequence (Q61009 whole entry, looked up): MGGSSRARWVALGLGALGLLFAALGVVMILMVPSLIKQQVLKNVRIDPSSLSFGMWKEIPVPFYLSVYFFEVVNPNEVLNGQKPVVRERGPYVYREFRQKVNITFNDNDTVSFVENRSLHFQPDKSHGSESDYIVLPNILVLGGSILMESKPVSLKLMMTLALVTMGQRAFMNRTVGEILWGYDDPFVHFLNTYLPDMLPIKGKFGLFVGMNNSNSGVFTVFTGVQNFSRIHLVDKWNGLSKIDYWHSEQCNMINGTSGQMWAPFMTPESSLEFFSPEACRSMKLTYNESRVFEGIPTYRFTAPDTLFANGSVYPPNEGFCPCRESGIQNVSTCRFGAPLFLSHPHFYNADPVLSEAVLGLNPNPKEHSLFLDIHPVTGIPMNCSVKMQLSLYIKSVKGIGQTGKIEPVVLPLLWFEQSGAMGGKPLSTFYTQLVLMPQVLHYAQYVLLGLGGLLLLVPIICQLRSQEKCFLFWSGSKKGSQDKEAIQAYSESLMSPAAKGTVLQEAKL
Ecoli viability: E. coli V3065 growth inhibition, primary screen, counter-screen for AddAB inhibitor project, absorbance, OD600; 18 h; inhibition, % at 11.9 µM; 0.27% of 330,000 active; AID 449728, 2010;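 active means inhibition above the campaign's mean inhibition across all tested compounds plus 3 SD, cut at about 9.9% in these data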;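 further: uninfected addAB+ strain grown without phage in ampicillin broth; 0% = DMSO wells and 100% = ciprofloxacin 0.95 µg/ml wells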
SR-BI uptake up: activators of SR-BI mediated DiI-HDL uptake, primary screen, ldlA[mSR-BI] CHO cells, DiI fluorescence; 3 h; 100 = double the neutral-control signal; activation, % at 12.5 µM; 0.096% of 320,000 active; AID 504775, 2011;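 active means mean replicate activation of at least 60% and every replicate at or above 60%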;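 further: 0% = median plate neutral-control signal and 100% = twice that signal; values of inactives mirror those of a sister screen read the other way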
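System: CHO ldlA[mSR-BI] cells / Medium: HEPES-buffered (25 mM, pH 7.4) F12 plus 0.5% BSA / Probe or stimulus: labelled HDL, 10 µg/mL / Doses: single compound concentration, delivered by pin transfer / Schedule: 3 h, 37 °C / Measured by: DiI fluorescence, bottom read / Measure: cell-associated DiI fluorescence as measure of HDL uptake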
CAL PDZ FP-1: CAL PDZ peptide-binding inhibitors, primary screen, biochemical, fluorescence polarization, Cer-tagged CAL PDZ, HTS. Golgi-associated PDZ and coiled-coil motif-containing protein (Homo sapiens), Q9HD26. purified CAL PDZ, TMR-peptide fluorescence polarization, 1 h. inhibition, % at 20 µM. 0.02% of 330,000 active. AID 504414, 2011;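 active means highest replicate inhibition of at least 40%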;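 further: plate controls were DMSO neutral control wells for no effect and unlabeled competitor peptide control wells for full effect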
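Assay system – tagged CAL PDZ protein CerCALP, purified · Timing – 1 h at RT · Compound – single point, 20 µM · Measured by – fluorescence polarization from S- and P-plane intensities, G-factor corrected · Evaluation – inhibition from polarization loss · Probe or stimulus – TMR reporter peptide T*-PRC34 · Buffer or medium – pH 7.4 phosphate-saline buffer, reducing agent, detergent, IgG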
AddAB inh: growth inhibition of E. coli expressing H. pylori AddAB, primary screen, AddAB inhibitor project, absorbance. 0.29% of 330,000 active. AID 435030, 2010. inhibition, % at 11.9 µM; in the data active means inhibition above about 12%;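 further: 0% = vehicle wells of infected cells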
Wnt bcat act: Wnt/beta-catenin pathway activators, primary screen, cell-based, plate reader, single point; activation, % at 9.35 µM; Wnt/beta-catenin reporter cell assay, activator; 1.2% of 300,000 active; AID 743398, 2014; in the data active means activation above about 30%, passing the limit was not always enough;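 further: 0% = neutral control wells and 100% = positive control wells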
MITF act: activators of MITF-driven TRPM1 promoter reporter, primary screen, cell-based, SK-MEL-5, luciferase, single point | SK-MEL-5 TRPM1-promoter luciferase, 24 h; % of positive control, neutral wells = 0 | activation, % at 12.5 µM | 0.75% of 300,000 active | AID 588334, 2011;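 active means mean activation of at least 80% with every replicate also reaching 80%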;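 further: 0% = neutral control wells and 100% = parthenolide positive control wells; values of inactives mirror those of a sister screen read the other way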
CAL PDZ FP-2: untagged CAL PDZ binding inhibitors, primary screen, biochemical, fluorescence polarization, HTS; Golgi-associated PDZ and coiled-coil motif-containing protein (Homo sapiens), Q9HD26; purified CAL PDZ, TMR-peptide fluorescence polarization, 1 h; inhibition, % at 24.9 µM; 0.92% of 300,000 active; AID 602252, 2012;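 active means mean inhibition of at least 30% with at least half of replicates also reaching 30%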;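 further: 0% = DMSO neutral control and 100% = excess unlabeled competitor peptide PRC23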
Tat transport: E. coli Tat export inhibitors, primary screen, MC4100, TorA-mCherry reporter, fluorescence, single point | AID 488895, 2010 | inhibition, % at 10 µM | 0.036% of 340,000 active;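 active means mean replicate inhibition at least 50% and at least half of replicates individually reaching 50%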;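 further: exported cargo escapes ClpAP degradation while cytoplasmic cargo is degraded and loses fluorescence; 0% = median of neutral control wells and 100% = median of NaSCN control wells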
Numbers without * were called inactive; x = no result given.

mol	phage Ecoli inh	SR-BI DiI inh	Ecoli viability	SR-BI uptake up	CAL PDZ FP-1	AddAB inh	Wnt bcat act	MITF act	CAL PDZ FP-2	Tat transport
CCc1nnc(NC(=O)CN2CCN(c3ccccc3OC)CC2)s1	0.1	7	-0.3	-7	-2.6	-2.4	x	2	0	2
CCCC1(C(=O)O)NC(c2ccccc2O)C2C(=O)N(Cc3ccccc3)C(=O)C21 (centres undefined)	3.2	-12	1.5	12	-0.1	3.4	-2	-2	x	-3
N#Cc1ccccc1NC(=O)COC(=O)c1ccc(S(=O)(=O)N2CCCC2)cc1	3.1	-18	1.7	18	-0.1	-1.2	x	-9	-2	-4
Cc1ccc(S(=O)(=O)N2CCOCC2)cc1C(=O)N1c2ccccc2Sc2ccccc21	1.5	-1	-1.3	1	-1.3	0.5	-2	-10	-3	2
O=[N+]([O-])c1ccc(/C=N/Nc2ncc(-c3ccccc3)cn2)cc1	4.0	-3	x	3	0.9	x	-4	11	-3	-5
COc1ccc(C(=O)NC2=Nc3ccccc3N=C(C)C2c2ccccc2)cc1 (centres undefined)	1.8	7	-1.4	-7	-0.4	-0.4	12	x	x	-5
COc1ccccc1NC(=O)c1cn(C)c(=O)c2cc(OC)c(OC)cc12	0.8	19	-1.6	-19	-5.4	1.2	x	6	-7	3
CC(C)(C)c1ccc(Oc2ccc(NC(=O)c3ccco3)cn2)cc1	4.0	-2	2.6	2	-1.7	6.4	2	x	-1	-8
Nc1nc(-c2ccccc2)cc(-c2ccccc2)n1	1.7	10	x	-10	-1.5	x	4	6	x	20
O=C(Nc1cccc(S(=O)(=O)N2CCOCC2)c1)c1cn(-c2ccccc2)nc1-c1ccc(F)cc1	1.7	43	-2.3	-43	-3.0	1.0	-1	-4	-2	-3
CC1CCCN(C(=O)C2CCN(S(=O)(=O)c3ccccc3)CC2)C1 (centres undefined)	1.8	-6	-1.8	6	0.4	1.8	-5	4	1	-6
CCc1ccc(C2=NNC(=Nc3c(C)n(C)n(-c4ccccc4)c3=O)SC2)cc1	1.2	6	-0.3	-6	-3.6	-1.1	-1	6	x	3
O=C(NNc1cccc([N+](=O)[O-])c1)/C(=C\c1cccnc1)NC(=O)c1ccccc1	2.2	2	0.2	-2	0.5	3.8	-1	-3	8	-5
Cc1cc2cc(CNC(=O)Nc3ccc(Cl)c(Cl)c3)ccc2n1C	2.1	43	-1.9	-43	-1.5	-3.0	-3	x	-4	-6
CC1C(=O)N2CCCc3cc(NC(=O)C(=O)NCCc4ccc(F)cc4)cc1c32 (centres undefined)	5.0	44	2.8	-44	-4.1	1.4	-12	7	2	10
Cc1ccc(CC2CC(=O)N(c3cc(C)ccc3C)C2=O)cc1 (centres undefined)	1.1	0	0.3	0	-0.4	4.5	0	10	x	10

2 of the compounds above, field by field.
Compound: CC1CCCN(C(=O)C2CCN(S(=O)(=O)c3ccccc3)CC2)C1 (centres undefined)
  phage Ecoli inh = 1.8 | SR-BI DiI inh = -6 | Ecoli viability = -1.8 | SR-BI uptake up = 6 | CAL PDZ FP-1 = 0.4 | AddAB inh = 1.8 | Wnt bcat act = -5 | MITF act = 4 | CAL PDZ FP-2 = 1 | Tat transport = -6
Compound: CCc1ccc(C2=NNC(=Nc3c(C)n(C)n(-c4ccccc4)c3=O)SC2)cc1
  phage Ecoli inh = 1.2 | SR-BI DiI inh = 6 | Ecoli viability = -0.3 | SR-BI uptake up = -6 | CAL PDZ FP-1 = -3.6 | AddAB inh = -1.1 | Wnt bcat act = -1 | MITF act = 6 | CAL PDZ FP-2 = x | Tat transport = 3

Next part
mol	phage Ecoli inh	SR-BI DiI inh	Ecoli viability	SR-BI uptake up	CAL PDZ FP-1	AddAB inh	Wnt bcat act	MITF act	CAL PDZ FP-2	Tat transport
c1ccc(-n2nnc3ccccc32)nc1	1.7	x	-0.1	x	-0.6	-1.8	x	76	x	4
CCn1cc(C(=O)NCCCN2CC(C)CC(C)C2)c(=O)c2cc(S(=O)(=O)N(C)C3CCCCC3)ccc21 (centres undefined)	0.5	-11	-1.9	11	-2.2	0.2	-2	6	-4	2
O=C(CN1CCN(Cc2ccc(Cl)cc2)CC1)N/N=C/c1ccncc1	4.6	-13	-0.8	13	-2.0	-0.8	x	-15	-1	-4
Cc1onc(C(=O)Nc2ccc3c(c2)OCO3)c1[N+](=O)[O-]	x	-9	0.6	9	-1.6	4.0	x	25	-4	-2
CC(C(=O)NN)c1ccc([N+](=O)[O-])cc1 (centres undefined)	3.2	x	-1.3	x	-0.7	-0.4	-1	-5	3	-3
CCOc1ccc(C(=O)CCC(=O)NCC(=O)OCc2ccccc2)cc1OCC	-0.9	3	-0.5	-3	0.2	-2.2	1	-4	2	10
O=C1N=C2SCCN2/C1=C\c1ccccc1Cl	0.6	-19	2.5	19	-1.2	-0.8	x	-8	-4	1
CC(c1ccccc1)n1c(-c2ccncc2)n[nH]c1=S (centres undefined)	1.1	-10	-1.3	10	0.2	3.2	-1	6	-6	-2
CN(c1ccccc1)S(=O)(=O)c1ccc(C(=O)N2CCN(c3ccccc3Cl)CC2)cc1	0.8	18	-2.9	-18	-0.6	0.2	-5	2	-2	10
Cc1ccc(C2=NCCNC2=O)c(C)c1	1.1	-7	1.4	7	-0.1	-0.9	x	-3	8	2
O=C(NCc1ccco1)c1ccccc1	0.2	-10	1.5	10	1.2	1.0	1	x	-2	-18
CN(C)S(=O)(=O)c1cccc(NC(=O)CN2C(=O)NC(Cc3c[nH]c4ccccc34)C2=O)c1 (centres undefined)	3.0	0	2.6	0	0.0	0.2	-2	-1	0	0
O=C(CSc1nc2ccccc2s1)c1cc2ccccc2o1	x	-2	-1.4	2	-3.8	0.8	2	-3	x	-5
CCOc1ccccc1CNS(=O)(=O)c1ccc2[nH]c(=O)sc2c1	1.9	-23	0.2	23	-1.4	1.4	x	-24	-6	-9
CC(=O)Nc1ccc(C(=O)OCC(=O)Nc2ccc(S(=O)(=O)N3CCOCC3)cc2)cc1	3.3	-18	1.6	18	-1.5	1.1	-1	4	2	10
O=C(/C=C1\SC(=O)NC1=O)Nc1ccc(C(=O)O)cc1	4.8	x	2.1	x	-2.5	0.3	2	-2	-6	-4
c1ccc(-n2c(-c3ccco3)nnc2-c2ccco2)cc1	2.6	-10	1.1	10	0.3	4.0	-1	-14	-2	-9
Cc1noc(NS(=O)(=O)c2ccc(NC(=O)c3ccccc3NS(=O)(=O)c3ccc(F)c(F)c3)cc2)c1C	1.6	-22	x	22	0.0	x	2	14	-12	0
COc1ccc(CCNS(=O)(=O)c2ccc3[nH]c(=O)[nH]c3c2)cc1	1.3	-14	-1.1	14	-0.4	1.8	-4	5	x	2
O=C(CS(=O)CC(=O)N(CC(=O)NC1CCCC1)C1CCCC1)Nc1ccc(F)cc1 (centres undefined)	1.6	38	-1.0	-38	x	0.6	x	10	-1	2
Cc1oc2ccc(OCc3cccc(Cl)c3)cc2c1C(=O)O	2.2	-27	x	27	-1.2	x	0	x	0	7
O=C(Nc1ccc2c(c1)OCO2)c1cnn2c1NC(c1ccco1)CC2C(F)(F)F (centres undefined)	1.8	-4	0.0	4	0.2	3.6	x	x	-5	-5
COc1cccc(NC(=O)CN2CCN(c3nc(-c4cccc(OC)c4)cs3)CC2)c1	3.4	19	1.4	-19	-0.3	3.5	-6	x	-2	1
COc1ccc(/C=C/C(=O)NCCn2c(C)cc3ccccc32)cc1OC	-0.6	47	-2.8	-47	-0.1	-2.3	-8	x	x	-1
CCOC(=O)C1Nc2ccc(OC(F)(F)F)cc2C2C=CCC12 (centres undefined)	-0.8	32	0.8	-32	1.4	3.5	-4	-8	-1	3
C=CCOc1cccc(C(=O)/C=C2/C(=O)Nc3ccccc32)c1	0.2	29	-3.4	-29	-1.8	0.1	2	-55	-2	-5
CC(C)(C)OC(=O)N1CCCN(C(=O)Nc2ccccc2)CC1	2.8	x	0.2	x	x	5.0	-3	x	x	x
CC(C(=O)Nc1ccc(Cl)cc1)N(C)Cc1cccs1 (centres undefined)	4.3	x	1.8	x	-3.3	2.9	-3	13	x	1
Nc1c(N(Cc2ccccc2)C(=O)CCc2ccccc2)c(=O)[nH]c(=O)n1Cc1ccccc1	2.8	-11	1.4	11	-0.2	4.0	2	x	-3	-7
COc1ccc2oc(C(=O)OC(C)C(=O)N3CCC(C)CC3)c(C)c2c1 (centres undefined)	-2.1	6	0.5	-6	-1.6	0.9	1	5	-6	5
CN(/N=C/c1ccncc1)C1=NS(=O)(=O)c2ccccc21	2.6	-16	-0.7	16	-0.2	3.6	x	20	-1	3
N#Cc1c(N2CCN(c3ccc([N+](=O)[O-])cc3)CC2)[n+](=O)c2ccc(Cl)cc2n1[O-]	3.0	11	x	-11	-0.5	x	-3	-18	-6	2
N#Cc1ccc(OCC(O)CS(=O)(=O)c2ccc(F)cc2)cc1 (centres undefined)	2.8	4	0.6	-4	-0.1	-0.9	-2	2	x	-3
COc1ccc(NC(=O)[C@@H]2CCCN2C(=O)c2cccs2)cc1S(=O)(=O)N1CCCCC1	1.4	4	1.1	-4	0.3	2.1	6	4	-4	1
CC1CCN(C(=O)CCCC(=O)N2CCC(C)CC2)CC1	0.9	-13	1.4	13	-2.4	1.0	3	4	-3	0
COc1ccc(S(=O)(=O)NCC2CCCN(C(=O)CCC(F)(F)F)C2)cc1 (centres undefined)	-0.4	2	-1.2	-2	-0.7	3.0	0	-4	0	-4

Rows are unselected (roughly 3.6% active in at least one column).
